RGS8-Gao reg: regulators of human RGS8-Galphao interaction. P09471. multiplexed bead flow cytometry, RGS8-Galphao binding; actives lie on both sides. response (percent of control binding), % at 10 µM. actives 0.34% (n = 220,000). AID 1423; in the data active = response below about 60% or above about 140%; inactive = in between;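 also: Galphao activated as the GDP aluminium fluoride complex binding bead-coupled RGS8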
Target sequence (P09471 whole entry, looked up): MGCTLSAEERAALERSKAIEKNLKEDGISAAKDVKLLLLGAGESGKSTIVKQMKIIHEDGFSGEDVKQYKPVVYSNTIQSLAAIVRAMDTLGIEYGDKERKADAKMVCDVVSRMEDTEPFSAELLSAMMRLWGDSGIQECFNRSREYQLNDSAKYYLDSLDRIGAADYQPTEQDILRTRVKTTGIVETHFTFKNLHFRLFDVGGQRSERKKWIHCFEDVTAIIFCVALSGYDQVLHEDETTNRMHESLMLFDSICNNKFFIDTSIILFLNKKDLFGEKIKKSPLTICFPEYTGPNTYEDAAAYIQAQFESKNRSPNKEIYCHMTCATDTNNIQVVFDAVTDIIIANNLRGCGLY
Bim-Bcl-2: disrupts Bim peptide binding to human Bcl-2; Bead-based flow cytometry, Bim peptide-Bcl-2 binding; inhibition, % at 10 µM; AID 950; actives 0.06% (n = 190,000); P10415; in the data active = inhibition above about 40%; inconclusive = no clear call, values can overlap the other calls;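 also: 0% = no compound wells with probe peptide and 100% = reference peptide inhibitor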
Bim-Bcl-W: disrupts Bim peptide binding to human Bcl-W; bead-based flow cytometry; inhibition, % at 10 µM; actives 0.02% (n = 190,000);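 also: 0% = bound tracer without compound and 100% = peptide blocker; higher means less fluorescent Bim peptide bound to Bcl-W beads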
Target sequence (Q92843 whole entry, looked up): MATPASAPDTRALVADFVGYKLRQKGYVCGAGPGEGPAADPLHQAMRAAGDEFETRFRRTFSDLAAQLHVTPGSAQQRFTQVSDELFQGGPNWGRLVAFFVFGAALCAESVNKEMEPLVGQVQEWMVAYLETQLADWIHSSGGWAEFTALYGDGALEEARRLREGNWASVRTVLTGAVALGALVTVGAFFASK
ABCG2 inh: blocks JC-1 efflux by human ABCG2 transporter; Q9UNQ0; actives 0.1% (n = 190,000); inhibition, % at 6.6 µM; IgMXP3 cells, flow cytometry;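 active = inhibition above 80%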;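 also: 0% = DMSO and 100% = nicardipine control wells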
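Times: 10 min at 25 °C | Test system: Two drug-resistant human cell lines, ABCG2 and ABCB1 | Quantity: 3 million cells/mL final, two lines in 1:1 ratio | Signal: Flow cytometry, 530 nm JC-1 signal | Dosing: Compound at 6.6 µM | Controls: Nicardipine and DMSO wells | Reagent: JC-1 as fluorescent efflux pump substrate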
Bim-Bcl-XL: inhibitors of Bim-Bcl-XL interaction, human; Bim peptide-Bcl-XL binding, bead flow cytometry, fluorescence; inhibition, % at 10 µM; actives 0.04% (n = 190,000)
Target sequence (Q07817 whole entry, looked up): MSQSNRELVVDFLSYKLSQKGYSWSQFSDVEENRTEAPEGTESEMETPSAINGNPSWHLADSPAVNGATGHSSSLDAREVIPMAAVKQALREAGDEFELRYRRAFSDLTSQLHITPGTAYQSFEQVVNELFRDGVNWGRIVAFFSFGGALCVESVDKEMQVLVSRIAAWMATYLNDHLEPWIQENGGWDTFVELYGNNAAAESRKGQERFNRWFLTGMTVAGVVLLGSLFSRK
RGS4-Gao reg: modulates binding of RGS4 to human Galphao; P09471; Multiplexed bead flow cytometry; actives lie on both sides; binding response (% of control), % at 10 µM; actives 0.33% (n = 220,000); in the data active = binding response below about 49% or above about 150%; inactive = in between;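 also: fluorescent Galphao activated with aluminum fluoride binding bead-coupled RGS4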
Bim-Bfl-1: disrupts Bim binding to human Bfl-1 | Q16548 | Bead-based flow cytometry, Bim-Bfl-1 binding inhibition | inhibition, % at 10 µM | actives 0.12% (n = 190,000);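 also: 0% = wells without compound plus tracer and 100% = blocker peptide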
RGS7-Gao reg: human RGS7-Galphao interaction regulation; AID 1439; Multiplexed bead flow cytometry, RGS7-Galphao binding; actives lie on both sides; actives 0.35% (n = 220,000); binding response (% of control), % at 10 µM; P09471; in the data active = binding response below about 49% or above about 150%; inconclusive = no clear call, values can overlap the other calls; inactive = in between;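 also: fluorescent Galphao held in activated GDP-AlF4 state binding bead-coupled RGS7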
ABCB1 block: blocks JC-1 efflux by human ABCB1 transporter; CCRF-Adr cells, flow cytometry; inhibition, % at 6.6 µM; actives 0.067% (n = 190,000); AID 1326; in the data active = inhibition above about 40%;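 also: 0% = vehicle and 100% = reference inhibitor; higher value means more JC-1 retained so stronger ABCB1 efflux block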
Bcl-B Bim block: human Bim-Bcl-B interaction inhibition; Q9HD36; bead-based flow cytometry, Bim peptide-Bcl-B binding; inhibition, % at 10 µM; actives 0.073% (n = 190,000); AID 951;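 also: 0% = tracer peptide without compound and 100% = reference inhibitor peptide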
GSH bead fluor: GSH bead compound fluorescence profile; GSH beads flow cytometry, compound fluorescence 488/530 nm; stronger effect = higher value; fluorescence (KMESF) at 10 µM; actives 0.25% (n = 190,000); in the data active = fluorescence above about 89;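 also: glutathione beads carrying GST-tagged Bcl family fusion proteins plus one bare bead set; values are compound well signal with DMSO vehicle wells as background; inactives centre near 16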
The depositor's hits bear a star; ? = inconclusive. Rule as the data show it, unless noted: active = inhibition above about 40%.

RGS8-Gao reg	canonical_smiles	Bim-Bcl-2	Bim-Bcl-W	ABCG2 inh	Bim-Bcl-XL	RGS4-Gao reg	Bim-Bfl-1	RGS7-Gao reg	ABCB1 block	Bcl-B Bim block	GSH bead fluor
100	O=C(c1cn(-c2ccccc2)nc1-c1ccc(Cl)cc1)N1CCOCC1	-5	-2	2	-5	99	-7	100	0.8	-3	9
121	CC(N=Cc1nc(-c2ccccc2)oc1O)c1ccccc1 (configuration not stated)	-1	-1	27	3	112	0	110	6.8	-1	49
104	Cc1cc(Cl)ccc1OC(C)c1nnc(N)s1 (configuration not stated)	-16	0	4	-7	104	-13	103	-0.9	-36	57
102	COC(=O)c1cnn(C(=O)c2ccccc2Br)c1N	2	3	1	0	104	0	98	0.2	1	13
101	Cc1cc(/C=C2/SC(=O)N(CC(=O)N3CCOCC3)C2=O)c(C)n1-c1ccccc1F	-12	-5	1	-3	101	-17	99	1.3	-6	16
101	CCn1c(=O)c2cc(S(=O)(=O)NCCOc3ccccc3)ccc2n(CC)c1=O	-12	0	3	-4	97	-14	100	0.5	-9	8
95	COc1ccc(NC(=O)c2cc(S(=O)(=O)N3CCS(=O)(=O)CC3)ccc2Cl)cc1	0	-1	-1	-4	101	1	102	-0.1	-1	26
94	CCOC(=O)C1CCN(C(=O)CCc2c(C)nc3c(-c4ccc(F)cc4)c(C)nn3c2C)CC1	-9	-3	2	-4	93	-5	93	0.6	-4	19
100	Cc1ccc(C(=O)Nn2c(N)c(S(=O)(=O)c3ccc(C)cc3)c3nc4ccccc4nc32)cc1	0	-4	-1	-12	95	3	97	0.0	-4	17
80	COc1cc(C(=S)N2CCOCC2)ccc1OC(=O)c1cc([N+](=O)[O-])c(C)c([N+](=O)[O-])c1	0	-1	3	-3	86	1	91	6.0	-12	5
99	N=c1n(CC(=O)c2ccc([N+](=O)[O-])cc2)c2ccccc2n1Cc1ccccc1	-1	-3	21	-4	100	-4	103	0.2	-11	10
92	O=S(=O)(CCc1nc2ccccc2o1)c1ccc2ccccc2c1	0	-3	2	0	94	-3	96	0.3	-2	9
102	O=C(CN1CCN(c2ccc(F)cc2)CC1)N1CCOCC1	-12	-3	3	-2	98	-13	97	0.4	-9	63
96	Cc1cc(Cl)c(S(=O)(=O)N2CC(C)OC(C)C2)cc1OCC(N)=O (configuration not stated)	0	-1	-2	-2	109	0	105	-0.4	0	25
99	NC(=O)COC(=O)c1ccccc1OCc1ccc(Cl)cc1	-2	-6	2	-5	102	-7	?	0.6	-6	18
116	Nc1nonc1-n1nnc(C(=O)N/N=C/c2cc(Br)ccc2O)c1CSC1=NCCS1	-4	-1	-6	0	105	-7	113	-0.5	0	18
104	COc1ccc(N2CCN(C(=O)c3ccc4c(=O)n(CC5CCCO5)c(=O)[nH]c4c3)CC2)cc1 (configuration not stated)	-1	-2	2	-4	103	0	104	0.5	-2	14
90	CCc1c(C)nc(SCC(=O)Nc2ccc(Br)cc2)[nH]c1=O	5	6	1	4	97	5	94	0.1	5	11
95	Cc1nc2ccccc2nc1N1CCC(C)CC1	2	2	-1	-13	99	4	95	-0.3	0	23
98	O=C(NCc1ccc(C(=O)O)cc1)OCc1ccccc1	7	0	-1	-3	97	-2	95	1.1	7	11

Three entries from above, ordered by their value in ABCB1 block, low to high:
SMILES,RGS8-Gao reg,Bim-Bcl-2,Bim-Bcl-W,ABCG2 inh,Bim-Bcl-XL,RGS4-Gao reg,Bim-Bfl-1,RGS7-Gao reg,ABCB1 block,Bcl-B Bim block,GSH bead fluor
Cc1nc2ccccc2nc1N1CCC(C)CC1,95,2,2,-1,-13,99,4,95,-0.3,0,23
Cc1ccc(C(=O)Nn2c(N)c(S(=O)(=O)c3ccc(C)cc3)c3nc4ccccc4nc32)cc1,100,0,-4,-1,-12,95,3,97,0.0,-4,17
COc1cc(C(=S)N2CCOCC2)ccc1OC(=O)c1cc([N+](=O)[O-])c(C)c([N+](=O)[O-])c1,80,0,-1,3,-3,86,1,91,6.0,-12,5

(list continues)
RGS8-Gao reg	canonical_smiles	Bim-Bcl-2	Bim-Bcl-W	ABCG2 inh	Bim-Bcl-XL	RGS4-Gao reg	Bim-Bfl-1	RGS7-Gao reg	ABCB1 block	Bcl-B Bim block	GSH bead fluor
101	c1ccn2c(CNc3ncnc4sccc34)nnc2c1	5	3	2	6	98	2	95	0.1	11	12
100	O=C(Cn1c(COc2ccccc2)nc2ccccc21)Nc1cc(Cl)cc(Cl)c1	-5	-4	-2	-9	102	-10	98	0.7	-8	9
101	CC(=O)c1ccc2c(c1)CC(C)C(=O)N2C (configuration not stated)	1	-2	10	-2	99	-2	99	0.7	-1	8
96	CCCC(=O)NCCCCNC(=O)CCC	4	0	6	13	100	5	99	2.0	2	36
97	O=C(O)/C=C/c1cn(-c2ccccc2)nc1-c1cccs1	-4	0	0	-3	98	-4	109	-0.4	-2	12
103	Cc1ccc(C(C(=O)NC2CCCC2)N(C(=O)Cc2cccs2)c2ccc3c(c2)OCCO3)cc1 (configuration not stated)	-5	3	7	4	101	-10	100	1.6	-2	47
103	O=C(O)c1ccc(CNCc2ccccc2Cl)cc1	-4	0	0	-5	101	-9	99	-0.1	-5	26
100	Cn1c(-c2ccc(C(C)(C)C)cc2)n[nH]c1=S	0	0	0	-4	101	10	108	0.0	-19	25
101	CC(=O)Nc1ccc2nc(NC(=O)COc3ccccc3C)sc2c1	-2	0	-4	-2	104	0	100	-0.7	-3	25
100	O=C(NC(Cc1ccccc1)C(=O)O)/C(=C/c1ccccc1)NC(=O)c1cccc(Br)c1 (configuration not stated)	-3	0	1	-2	101	-7	101	1.1	-1	8
83	Cc1ccc(/C=N/NC(=O)C(C)Oc2ccccc2[N+](=O)[O-])s1 (configuration not stated)	-1	-2	8	0	93	0	94	1.0	0	6
103	Cc1nnsc1C(=O)N/N=C/c1c(F)cccc1Cl	-3	-8	3	-12	104	-3	108	0.1	-5	8
102	O=C(NCCN1CCCCCC1)C1CC(=O)N(CCc2ccccc2)C1 (configuration not stated)	-13	-1	0	-2	103	-9	103	-0.1	-7	35
105	COc1ccccc1-n1cnc2sc(-c3ccccc3)cc2c1=O	0	-1	3	1	103	0	99	1.0	1	23
104	Cc1c(C(=O)OCC(=O)N2CC(=O)Nc3ccccc32)oc2ccccc12	1	6	4	0	104	-8	105	0.6	3	5
102	CC(=O)[C@@]1(O)CC[C@H]2[C@@H]3CCC4=CC(=O)CC[C@]4(C)[C@H]3[C@@H](O)C[C@@]21C	-1	-1	-1	-10	101	-2	101	0.1	-4	22
100	CCn1c(C)nc2c1C(=O)c1ccccc1C2=O	1	-3	1	0	98	-4	99	0.2	-2	10
102	COc1ccc(/C=C2\CN(Cc3ccccc3)C/C(=C\c3ccc(OC)cc3OC)C2=O)c(OC)c1	-2	0	-1	0	102	0	104	-0.6	1	20
100	CC(C)(Oc1ccc(Cl)cc1)C(=O)Nc1ncccn1	0	0	0	-3	103	-10	99	0.0	-4	16
92	O=C(Nc1ccc(-c2nc3ccccc3[nH]2)cc1)c1ccc(N2C(=O)CCC2=O)cc1	1	-1	1	-4	96	0	98	0.3	-3	3
126	CCOc1ccc(N2CC(C(=O)NC3=NCCS3)CC2=O)cc1 (configuration not stated)	-3	-2	4	0	109	0	113	0.2	0	15
98	CC(C)c1nc(=S)n(-c2ccccc2)[nH]1	-2	-1	4	0	93	0	102	0.6	-17	9
103	CS(=O)(=O)NN1C(=O)c2ccccc2NC1c1ccccc1O (configuration not stated)	1	1	6	1	107	0	110	1.2	-1	15
101	COc1ccc(NC(=O)C2CCCN2C(=O)Nc2cccc(F)c2)cc1 (configuration not stated)	-2	0	1	-6	97	-6	101	0.3	-2	18
105	CCOc1ccc(S(=O)(=O)N(CC(N)=O)c2ccc(C)cc2)cc1	-8	0	3	4	105	-14	101	0.7	-9	38
98	Nc1ncnc(N(c2ccccc2)C2CCCCC2)c1[N+](=O)[O-]	3	-5	0	-3	110	0	108	0.0	-5	4
99	C/C(N)=C(/C#N)C(=O)COC(=O)c1ccccc1Cc1ccccc1	-3	-1	0	0	101	-4	101	-0.2	-3	25
95	O=C(CSc1ccc([N+](=O)[O-])cc1)Nc1cccc(S(=O)(=O)Nc2ccccc2F)c1	0	2	2	-3	96	16	94	0.6	-31	15
100	CCCCn1nnnc1NCc1cccs1	-7	-2	2	-7	96	-16	94	0.3	-12	24

Of the compounds above, these contain a Cl atom.
RGS8-Gao reg	canonical_smiles	Bim-Bcl-2	Bim-Bcl-W	ABCG2 inh	Bim-Bcl-XL	RGS4-Gao reg	Bim-Bfl-1	RGS7-Gao reg	ABCB1 block	Bcl-B Bim block	GSH bead fluor
100	O=C(c1cn(-c2ccccc2)nc1-c1ccc(Cl)cc1)N1CCOCC1	-5	-2	2	-5	99	-7	100	0.8	-3	9
104	Cc1cc(Cl)ccc1OC(C)c1nnc(N)s1 (configuration not stated)	-16	0	4	-7	104	-13	103	-0.9	-36	57
95	COc1ccc(NC(=O)c2cc(S(=O)(=O)N3CCS(=O)(=O)CC3)ccc2Cl)cc1	0	-1	-1	-4	101	1	102	-0.1	-1	26
96	Cc1cc(Cl)c(S(=O)(=O)N2CC(C)OC(C)C2)cc1OCC(N)=O (configuration not stated)	0	-1	-2	-2	109	0	105	-0.4	0	25
99	NC(=O)COC(=O)c1ccccc1OCc1ccc(Cl)cc1	-2	-6	2	-5	102	-7	?	0.6	-6	18
100	O=C(Cn1c(COc2ccccc2)nc2ccccc21)Nc1cc(Cl)cc(Cl)c1	-5	-4	-2	-9	102	-10	98	0.7	-8	9
103	O=C(O)c1ccc(CNCc2ccccc2Cl)cc1	-4	0	0	-5	101	-9	99	-0.1	-5	26
103	Cc1nnsc1C(=O)N/N=C/c1c(F)cccc1Cl	-3	-8	3	-12	104	-3	108	0.1	-5	8
100	CC(C)(Oc1ccc(Cl)cc1)C(=O)Nc1ncccn1	0	0	0	-3	103	-10	99	0.0	-4	16

Screening data deposited in PubChem BioAssay by NMMLSC.
